High-throughput results (PubChem BioAssay)
RMI-FANCM inh = RMI-FANCM interaction inhibition | actives 0.58% (n = 70,000) | FP signal (polarization) at 33 µM | Fluorescence polarization, RMI core complex with F-MM2 peptide; hits give low values; in the data active = FP signal below about 40; note: inactives centre near 61; strong numbers were not always called active; unit not given here
Starred values were filed as active, the others as inactive; & = joins results of further samples. These rows are one share of the data, so the mix of outcomes need not match the whole.

nr	SMILES	RMI-FANCM inh
1	O=C(Cc1cc(=O)[nH]c(SCc2cccc(Cl)c2)n1)NC1CC1	62
2	O=C(NCCCN1CCOC(c2ccccc2)C1)C(=O)Nc1ccccc1Cl (configuration not stated)	73
3	Cc1ccc(Cc2nnc(NC3CCCCC3)[nH]c2=O)cc1	57
4	O=C(C1CCCO1)N1CCN(c2ccc(-c3ccc(F)cc3)nn2)CC1 (configuration not stated)	68
5	Cc1ccc(OCC(=O)N(Cc2ccc(N(C)C)cc2)Cc2ccco2)cc1	61
6	Cc1ccc(S(=O)(=O)N=C2C=CC(=O)C(Cl)=C2)c(C)c1	-12*
7	CC1(C)COc2ccc(NC(=O)c3ccc(C(C)(C)C)cc3)cc2NC1=O	70
8	CC(=O)c1cccc(NC(=O)CSc2ccc(-c3sc(-c4cccnc4)nc3C)nn2)c1	56
9	COc1ccc(CC2C(=O)OC(C)(C)OC2=O)c(Cl)c1OC	63
10	Nc1ccc(C(=O)NCC(=O)O)cc1	56&58
11	CCOC(=O)c1cccc(NC(=O)Cn2cnc3c(sc4cccc(F)c43)c2=O)c1	111
12	CCOc1ccc(NCCn2c(C)c(C)n3c4c(=O)[nH]c(=O)n(C)c4nc23)cc1	57
13	COc1ccc(OC)c(-c2nnc(NC(=O)COc3ccccc3OC)o2)c1	62
14	O=C(NC(=S)Nc1ccc(Oc2ccccc2)cc1)c1cccs1	60
15	Cc1csc(SCC(=O)NNS(=O)(=O)c2cc(C(F)(F)F)cc(C(F)(F)F)c2)n1	59
16	Cc1cc(C(=O)Nc2sccc2C#N)nn1C	67
17	CSC(=NCc1cccs1)NC(=O)c1c(Cl)cccc1Cl	58
18	O=C(O)CN1C(=O)C2C3CC(C2C1=O)C1C(c2ccc(Cl)cc2)c2sc(=O)[nH]c2SC31 (configuration not stated)	57
19	NC(=O)c1c(NC(=O)c2ccc([N+](=O)[O-])cc2[N+](=O)[O-])sc2c1CCCC2	58
20	COc1cc2c(cc1OC)CN(S(=O)(=O)c1ccc(Oc3ccccc3OC)cc1)CC2	77
21	COc1ccc(OC)c(C(=O)Nc2cc(C)nn2C(C)C)c1	70
22	O=C(c1cccs1)N1CCN(Cc2nc(-c3cccs3)cs2)CC1	60
23	CCc1nc2oc3ccc(Br)cc3c(=O)c2c(=O)n1Cc1ccco1	83
24	O=C(COc1ccc(Cl)cc1)NCCN1CCN(c2ccc(F)cc2)CC1	63
25	CC(=O)c1cccc(NS(=O)(=O)c2ccc(N3C(=O)CCC3=O)cc2)c1	62
26	COc1ccc2nc(-c3ccc(C)c(NC(=O)Cc4ccccc4)c3)cn2n1	98
27	O=C(CSc1ccc(F)cc1)Nc1ccc(Br)cc1	51
28	CC(=O)N1CCc2cc(NC(=O)CSc3nnnn3-c3ccccc3)ccc21	63
29	O=C(Cn1ccn(-c2ccc3c(c2)OCCO3)c(=O)c1=O)Nc1ccc(F)cc1	77
30	CCc1nnc(NS(=O)(=O)c2ccc(NC(=O)C3COc4ccccc4O3)cc2)s1 (configuration not stated)	53
31	COc1ccc(Cl)cc1NC(=O)NCCn1nc(-c2ccccc2)ccc1=O	67
32	O=C(CCCn1c(SCC(=O)NCc2ccco2)nc2ccccc2c1=O)NCCc1ccccc1	59
33	Cc1cccc(N=Cc2c(O)cc(C)oc2=O)n1	87
34	CC1CCCCN1C(=O)Cn1cc(S(=O)(=O)Cc2ccccc2F)c2ccccc21 (configuration not stated)	51
35	O=C(O)CSc1ccc(NC(=O)C2CC2)nn1	66
36	COc1ccc2nc(-c3ccc(OC)c(NS(=O)(=O)c4cccs4)c3)cn2n1	72
37	Cc1nnsc1C(=O)NCCSCc1ccc(Cl)cc1Cl	62
38	COCCNC(=O)Cc1ccc(-n2c(=O)c3ccccc3n(Cc3ccccc3)c2=O)cc1	64
39	N#CC(c1cc2ccccc2cn1)c1ccc2c(c1[N+](=O)[O-])C(=O)c1ccccc1C2=O (configuration not stated)	60
40	CCC(CO)NC(=O)NC1CC(=O)N(c2ccc(C)cc2)C1 (configuration not stated)	57
41	CCSC(=Nc1c(N)n(C)c(=O)n(C)c1=O)NC(=O)c1ccco1	62
42	O=S(=O)(NCC1COc2ccccc2O1)c1cccc(C(F)(F)F)c1 (configuration not stated)	55
43	CC(=O)N1CCc2ccc(NC(=O)COc3ccccc3F)cc21	69
44	COc1c(C)cc(S(=O)(=O)Nc2ccc3c(c2)C(=O)NCCO3)cc1C	65
45	COc1ccccc1NC(=O)CSc1nc2scc(-c3ccc(C)o3)c2c(=O)n1-c1ccccc1	76
46	O=C1Nc2ccc(F)cc2C1O (configuration not stated)	55
47	Cc1ccc(C)n1-c1ccc(C(=O)NN)cc1	65
48	CCCc1ccc(S(=O)(=O)Nc2ccc3c(c2)N(C(=O)c2cccs2)CC3)cc1	68
49	O=C(CS(=O)(=O)c1ccc(Cl)cc1)N1CCN(c2ccccc2)CC1	52
50	CCCCc1cc(C)c2[nH]c(=O)cc(C)c2c1	59
51	C/C(=N/Nc1c(Cl)cc(Cl)cc1Cl)c1oc(C)nc1C	51
52	O=C(CSc1ncnc2c1cnn2-c1ccc(Cl)cc1)NCc1ccccc1Cl	98
53	Nc1ccc2c(c1)CCC2=O	96
54	COc1ccc(OC)c(S(=O)(=O)NCc2nnnn2-c2cccc(F)c2)c1	55
55	C=CCn1c(-c2ccc(OC)cc2)csc1=Nc1cccc2ccccc12	56
56	Cn1c(=O)c2nc(SCC(=O)Nc3ccc(F)c([N+](=O)[O-])c3)n(C)c2n(C)c1=O	54
57	COc1ccc(C(=O)Nc2cc(C)nn2-c2nc(-c3cccs3)cs2)cc1	105
58	COc1ccc(Cl)cc1NC(=O)N1CCN(c2ccc3nncn3n2)CC1	72
59	CC(=O)N(CCN(C)C)c1nc2c(C)cccc2s1	71
60	O=C(COc1ccccc1)NCCn1ncc2c(N3CCN(c4ccccc4)CC3)ncnc21	62

The results go on:
nr	SMILES	RMI-FANCM inh
61	CNC(=S)NNC(=O)c1ccc2ncccc2c1	53
62	O=C(O)/C=C\C(=O)Nc1ccccc1C(=O)O	60
63	O=C(O)CC1CCCCN1S(=O)(=O)c1ccc(F)cc1 (configuration not stated)	71
64	COc1ccc(C(=O)Nc2nc(-c3ccccc3)c(C)s2)cc1	33*
65	O=C(c1cccs1)N1CCC2(Cl)CCCCC2C1c1ccccc1 (configuration not stated)	63
66	Cc1ccccc1C(=O)Nc1cccc(-c2ccc3nnc(-c4cccs4)n3n2)c1	67
67	CS(=O)(=O)c1ccc(NS(=O)(=O)c2cccs2)cc1	62
68	CCOC(=O)NC(=O)/C(C#N)=C/Nc1sc(C)c(C)c1C(=O)OCC	58
69	C(=C\c1ccccc1)/CSc1nnc(-c2ccncc2)n1-c1ccccc1	62
70	Cc1ccc2nc(NCCN3CCOCC3)sc2c1	68
71	Cn1c(CSCCOc2ccccc2)nnc1SCC(=O)c1ccc(Cl)cc1Cl	62
72	CCOC(=O)c1cnn2c1nc(N)c1ccccc12	55
73	CCOc1cccc2sc(N(CCN(C)C)C(=O)c3ccc4c(c3)OCCO4)nc12	78
74	CCOc1ccc(NC(=O)Nc2nc3ccc(Br)cc3s2)cc1	62
75	Cn1ccccc1=Nc1cccc[n+]1C	56
76	CSc1ncc(S(=O)(=O)Cc2cccs2)c(N)n1	59
77	COc1ccc(NC(=O)CO)cc1	68
78	Cc1nn(-c2ccccc2)nc1CNS(=O)(=O)c1cn(C)c(C)n1	62
79	CN(Cc1ccccc1)C(=O)COc1ccc(Br)cc1	62
80	CC(C)(C)C(=O)Nc1ccc(C(=O)NCCNS(=O)(=O)c2ccc(F)cc2)cc1	62
81	C=CCc1ccccc1OC1OC(CO)C(O)C(O)C1NC(C)=O (configuration not stated)	68
82	COc1cc(C(=O)N/N=C\c2ccc(Br)o2)cc(OC)c1OC	50
83	O=C(c1ccc(Br)o1)N1CCN=C1SCc1cccc([N+](=O)[O-])c1	60
84	CC(C)N1CCC(CNC(=O)C(=O)Nc2ccc(F)cc2F)CC1	74
85	O=S(=O)(Nc1cccc(-c2ccc3nncn3n2)c1)c1cccnc1	55
86	O=C(NCc1ccco1)Nc1ccccc1Cl	61
87	Cc1cnc(NC(=O)CCC(=O)O)c(C)n1	63
88	COc1ccc2nc(-c3ccc(OC)c(NC(=O)c4ccccc4C)c3)cn2n1	73
89	COc1cccc(CNC(=O)CC2CSc3nc(C(C)C)cc(=O)n32)c1 (configuration not stated)	70
90	CC1(C)CC(=O)c2sc(NC(=O)C3CCCCN3S(C)(=O)=O)nc2C1 (configuration not stated)	67

Some of the entries so far, as labelled records.
[68] CCOC(=O)NC(=O)/C(C#N)=C/Nc1sc(C)c(C)c1C(=O)OCC
  RMI-FANCM inh: 58
[69] C(=C\c1ccccc1)/CSc1nnc(-c2ccncc2)n1-c1ccccc1
  RMI-FANCM inh: 62

Next compounds:
nr	SMILES	RMI-FANCM inh
91	Cc1nn(C(=O)c2ccc(F)cc2)c(C)c1S(=O)(=O)N1CCCC1	58
92	Cc1cc(C)cc(C(=O)Nc2nc3c(=O)[nH]nc(-c4cccs4)c3s2)c1	68
93	O=[N+]([O-])c1ccc(/C=C/c2nccc3ccsc23)cc1	60
94	O=C(CS(=O)(=O)Cc1ccccc1)Nc1nc(-c2cccc([N+](=O)[O-])c2)cs1	61
95	Cc1cc(O)c(C(=O)Cc2csc(C)n2)c(O)c1	58
96	CC(=O)Nc1ccc(OCC(O)COc2c(C)cccc2C)cc1 (configuration not stated)	60
97	COc1cccc(C(=O)Nc2nc(-c3ccccc3)ns2)c1	72
98	COc1ccc(C)cc1NC(=O)Cn1nc2ccc(SC(C)(C)C)nn2c1=O	62
99	O=C(NCc1c(F)cccc1F)C(=O)Nc1cc(F)ccc1F	52
100	COc1ccc(-c2cc(=O)n(CC(=O)NCc3ccccn3)cn2)cc1	67
101	CCOc1ccc(-c2cc(=O)n(CC(=O)NCc3ccc(F)cc3)cn2)cc1	93
102	O=S(=O)(c1ccc(Cl)c(C(F)(F)F)c1)N1CCN(Cc2ccccc2)CC1	59
103	COC(=O)c1c(-c2cccs2)csc1NC(=O)c1cc(OC)c(OC)c(OC)c1	87
104	CC(C)(c1ccccc1)c1ccc(OCC(=O)NCCC(=O)O)cc1	65
105	Cc1ccccc1C(=O)NCCS(=O)(=O)N1CCN(c2ncccn2)CC1	70
106	COC(=O)c1cccc(NC(=O)c2ccccc2Cl)c1	55
107	Nc1ncnc(Nc2nc(-c3ccccc3)cs2)n1	57&56
108	O=C1SC(Nc2cccc([N+](=O)[O-])c2)C(=O)N1c1ccc(F)cc1 (configuration not stated)	59
109	CCOC(=O)c1sc(NC(=O)c2cc(C)nn2CC)cc1C	69
110	COc1ccc(-c2cnc(SCC(=O)NCc3ccccc3Cl)[nH]2)cc1	59
111	C#CCOCC(O)CN1CCN(C(c2ccccc2)c2ccccc2)CC1 (configuration not stated)	60
112	CCn1nccc1C(=O)N(CCN1CCOCC1)c1nc2c(Cl)cccc2s1	64
113	CCCN(CCc1ccccc1)C1CCc2c(O)cccc2C1 (configuration not stated)	55
114	Clc1cc(Cl)c2[nH]c3c(c2c1)CCCC3	55
115	CCCN1C(=O)S/C(=C\C(=O)O)C1=O	58
116	COc1ccccc1N1C(=O)N(Cc2cccc(C)c2)c2ccccc2S1(=O)=O	64
117	CCOc1ccc(-c2csc(-n3nc(C)cc3NC(=O)C34CC5CC(CC(C5)C3)C4)n2)cc1	72
118	O=C(Cc1cc(=O)[nH]c(SCc2ccccc2)n1)N1CCN(c2ccccc2F)CC1	67
119	CCOc1ccc(-c2ccc(C)c(NC(=O)c3ccc(S(=O)(=O)N(C)C)cc3)c2)nn1	72
120	COc1ccc(C(=O)CSc2nnc(CCn3ccc(=O)[nH]c3=O)o2)cc1OC	64

Pulled by compound from above (3):
nr	SMILES	RMI-FANCM inh
119	CCOc1ccc(-c2ccc(C)c(NC(=O)c3ccc(S(=O)(=O)N(C)C)cc3)c2)nn1	72
107	Nc1ncnc(Nc2nc(-c3ccccc3)cs2)n1	57&56
118	O=C(Cc1cc(=O)[nH]c(SCc2ccccc2)n1)N1CCN(c2ccccc2F)CC1	67

Going on with the list:
nr	SMILES	RMI-FANCM inh
121	O=C(Nc1ccc2c(=O)c3cccc(Cl)c3oc2c1)c1cccc(F)c1	66
122	CCN1C(=O)c2cc(NS(=O)(=O)c3ccc(OC)c(Cl)c3)ccc2Oc2ccccc21	65
123	CC(C)C(=O)Nc1ccc(S(=O)(=O)NCCN2CCOC(c3ccccc3)C2)cc1 (configuration not stated)	75
124	Cc1ccc(-c2c(C#N)c(SCC(=O)c3cc4ccccc4oc3=O)nc(C)c2C(=O)Nc2ccccc2C)o1	94
125	Cc1nc2ccc(NC(=O)c3ccc(F)c(F)c3)cc2c(=O)n1-c1ccc(F)cc1	95
126	C=CCn1c(C2CC(=O)N(c3ccc(Cl)cc3)C2)nc2ccccc21 (configuration not stated)	63
127	Cc1cccc(NC(=O)CCn2cnc3c(cnn3-c3ccc(F)cc3)c2=O)n1	78
128	CC(=O)Nc1ccc(C(=O)NCCNC(=O)COc2ccc(Cl)cc2)cc1	68
129	O=S(=O)(Nc1cccc(-c2ccc3nncn3n2)c1)c1cccs1	56
130	Cc1ccc(-n2nnnc2CNC(=O)C(c2ccccc2)c2ccccc2)cc1C	54
131	COc1ccc(N2CCN(S(=O)(=O)c3cccc(OC)c3)CC2)cc1	54
132	Cc1cccc2sc(N(Cc3ccccn3)C(=O)C3CC(=O)N(c4ccccc4)C3)nc12 (configuration not stated)	77
133	CSc1nc2ccc3nc(NC(=O)c4ccc(S(=O)(=O)N5CCC(C)CC5)cc4)sc3c2s1	57
134	O=C(NCC1CCN(Cc2ccco2)CC1)C12CC3CC(CC(C3)C1)C2	76
135	CN1CCCN(C(=S)NCCCN2CCOCC2)CC1	53

A different layout for part of the listing above.
| cpd | RMI-FANCM inh | smiles |
| --- | --- | --- |
| 126 | 63 | C=CCn1c(C2CC(=O)N(c3ccc(Cl)cc3)C2)nc2ccccc21 (configuration not stated) |
| 127 | 78 | Cc1cccc(NC(=O)CCn2cnc3c(cnn3-c3ccc(F)cc3)c2=O)n1 |
| 128 | 68 | CC(=O)Nc1ccc(C(=O)NCCNC(=O)COc2ccc(Cl)cc2)cc1 |

Remaining list, next part:
nr	SMILES	RMI-FANCM inh
136	O=C(Cn1cnc2c(-c3ccccc3)csc2c1=O)NCCCc1ccccc1	82
137	CCOc1cn(C)c(C(=O)NCc2ccc3c(c2)OCO3)cc1=O	63
138	COc1ccccc1N1CCN(C(=O)c2csc(NC(=O)Nc3ccccc3)n2)CC1	56
139	Cc1ccc(C(=O)Nc2ccccc2SCc2noc(-c3cccs3)n2)cc1	48
